Screening results as filed in PubChem BioAssay.
D1 antagonist: human D1 dopamine receptor antagonism. P21728. HEK293 TREx D1 cells, calcium flux, dopamine EC80; stronger effect = lower value. activity change, negative = inhibition, % at 10 µM. 360,000 tested, 3.2% active. AID 504652; in the data active = activity change below about -30%; note: % is set by controls: 0 for no effect and ±100 for the full control effect
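Tetracycline-induced HEK293 Trex D1 cells, force-coupled to calcium, dye-loaded; compounds added and read 180 s, then EC80 dopamine added and calcium flux tracked kinetically another 180 s.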
RXFP1 antagonist: RXFP1 (human) relaxin receptor antagonism. Q9HBX9. HEK293-RXFP1, relaxin-stimulated cAMP HTRF, 30 min; stronger effect = lower value. activity change, negative = inhibition, % at 57.5 µM. 350,000 tested, 0.59% active;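 active = activity change of -60% or lower, but not beyond a set lower limit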; note: % is set by controls: 0 for no effect and ±100 for the full control effect
D1 potentiator: human D1 dopamine receptor positive modulation. 360,000 tested, 0.036% active. AID 504651. HEK293 TREx D1 cells, calcium flux, dopamine EC20 potentiation. potentiation, % at 10 µM; in the data active = potentiation above about 30%; note: 0% is about no effect
RXFP1 ag: activates the human relaxin receptor RXFP1; Q9HBX9; HEK293T-RXFP1 cAMP TR-FRET, 30 min; response scale: percent of porcine relaxin response, buffer zero; Potency, µM (highest dose often 57.5 µM), without a hit: at the highest dose activation, actives largely listed as activators; 370,000 tested, 0.3% active; note: potency is the fitted concentration of half-maximal effect; % is set by controls: 0 for no effect and ±100 for the full control effect; nearly all actives have a fitted effect of over 60% in size; many of its hits are not listed in these tables
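HEK293T cells stably expressing RXFP1 were pretreated with the PDE4 inhibitor Ro 20174, exposed to compounds for 30 min at 37C, lysed, and cAMP was read by TR-FRET. Data normalized to buffer (basal) and 29 nM porcine relaxin (100%).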
D1 agonist: activates the human D1 dopamine receptor; P21728; activation, % at 2 µM; HEK293 T-REx D1 cells, calcium flux, agonist mode; AID 504660; 360,000 tested, 1% active; in the data active = activation above about 30%; note: 0% is about no effect
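Agonism was scored from calcium flux recorded over 180 s (1 read/s) after pintool compound addition, following a 10-cycle baseline. Cells were inducible force-coupled HEK293 TREx D1, plated overnight at 30 C and loaded with no-wash calcium dye.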
Vif-APOBEC3F blk: inhibitors of Vif-A3F interaction; HeLa A3F-eYFP + Vif (tagged APOBEC3F with the HIV-1 protein that degrades it), YFP fluorescence increase; AID 602313; Potency, µM (top dose mostly 46.1 µM), inactives show at the highest dose activity, negative = active; 390,000 tested, 0.2% active; note: potency is the fitted concentration of half-maximal effect; % of control where 0% means no effect; nearly all actives have a fitted effect of over 65% in size
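HeLa cells stably expressing A3F-eYFP plus Vif, plated and incubated overnight at 37 deg C, then exposed to compounds overnight at 37 deg C. Blocked degradation read as raised yellow fluorescence (Ex 488/Em 500-530).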
D2 PAM: D2 dopamine receptor (human) potentiation; HEK293 T-REx D2, calcium flux, EC20 dopamine potentiation; potentiation, % at 10 µM; 340,000 tested, 0.34% active;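 active = potentiation over 3 SD above the plate norm, cut at about 30% in these data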; note: 0% is about no effect
Target sequence (P14416 whole entry, looked up): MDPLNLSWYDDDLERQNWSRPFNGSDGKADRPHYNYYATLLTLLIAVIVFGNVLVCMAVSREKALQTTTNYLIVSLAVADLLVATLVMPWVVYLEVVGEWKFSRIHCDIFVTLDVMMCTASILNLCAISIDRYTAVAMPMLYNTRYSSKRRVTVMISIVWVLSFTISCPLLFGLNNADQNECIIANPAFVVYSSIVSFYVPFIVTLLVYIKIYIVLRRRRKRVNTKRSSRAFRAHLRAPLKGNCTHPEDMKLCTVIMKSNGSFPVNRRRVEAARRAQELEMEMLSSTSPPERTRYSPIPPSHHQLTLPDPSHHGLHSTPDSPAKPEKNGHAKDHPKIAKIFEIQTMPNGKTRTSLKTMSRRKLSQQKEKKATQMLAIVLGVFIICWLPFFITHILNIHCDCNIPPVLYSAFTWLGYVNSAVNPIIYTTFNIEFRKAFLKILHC
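Using a no-wash calcium dye in inducible, force-coupled HEK293 Trex cells expressing D2, we tracked fluorescence each second for 180 s after compound, then for 180 s after EC20 dopamine to detect augmented signalling.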
Vif-APOBEC3G blk: inhibitors of Vif-APOBEC3G interaction; 410,000 tested, 0.076% active; HeLa A3G-eYFP + Vif (tagged APOBEC3G with the HIV-1 protein that degrades it), YFP fluorescence, overnight; Potency, µM (highest dose often 46.1 µM), without a hit: top-dose activity, negative = active, usual class: inhibitors; Q9HC16;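 note: potency is the fitted concentration of half-maximal effect; % is set by controls: 0 for no effect and ±100 for the full control effect; nearly all actives have a fitted effect of over 60% in size; hits raise eYFP signal because A3G escapes Vif-driven loss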
Target sequence (Q9HC16 whole entry, looked up): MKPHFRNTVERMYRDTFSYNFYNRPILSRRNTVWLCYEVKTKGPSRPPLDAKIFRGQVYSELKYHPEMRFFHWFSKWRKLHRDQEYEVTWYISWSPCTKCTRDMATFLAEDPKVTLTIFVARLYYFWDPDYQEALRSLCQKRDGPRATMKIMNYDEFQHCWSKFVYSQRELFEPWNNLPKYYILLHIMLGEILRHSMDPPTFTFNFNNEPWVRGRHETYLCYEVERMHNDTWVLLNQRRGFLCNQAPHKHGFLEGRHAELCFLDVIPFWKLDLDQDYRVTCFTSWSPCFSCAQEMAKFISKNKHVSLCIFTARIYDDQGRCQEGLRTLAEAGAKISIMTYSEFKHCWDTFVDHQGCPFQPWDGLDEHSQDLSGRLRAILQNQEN
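Read-out is eYFP fluorescence (Ex 488/Em 500-530) from Vif-expressing HeLa A3G-eYFP cells; more signal means A3G escaped Vif-mediated degradation. Cells plated overnight, compound pinned in, incubated overnight at 37 deg C.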
GRP78 ERSR act: induces the endoplasmic reticulum stress response in human glioma cells | U87-MG GRP78 promoter luciferase reporter, 16 h | Potency, µM, for inactives: at the highest dose activation, usual class: activators | 420,000 tested, 0.02% active; note: potency is the fitted concentration of half-maximal effect; series mostly up to about 76 µM; % of control where 0% means no effect; nearly all actives have a fitted effect of over 35% in size
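ERSR induction read as luciferase luminescence (Bright-Glo, 10 min at room temperature) in stably transfected human U87-MG glioma cells exposed to compounds for 16 h, using GRP78 as sensor.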
* marks the source's active call; other numbers are inactive results; x = not tested or not shown; & = joins results of further samples. Unless noted, calls come from the whole dose curve; as a rule, active = well fitted curve in the direction sought with a large enough effect; inconclusive = small, poorly fitted or top-dose-only effect, or another doubt; inactive = no such curve, though single readings can be large; an effect the other way counts as inactive or inconclusive. Some of the compounds tested; rates above refer to the full screens.

SMILES	D1 antagonist	RXFP1 antagonist	D1 potentiator	RXFP1 ag	D1 agonist	Vif-APOBEC3F blk	D2 PAM	Vif-APOBEC3G blk	GRP78 ERSR act
Cc1ccc(OCC(=O)N[C@@H](C)c2nnc3ccccn23)cc1C	1.6	-0.4	-4.1	6.4%	0.5	0.4%	3.8	-3.6%	-4.1%
O=C1NC(=O)/C(=C\c2cn(Cc3ccccc3F)c3ccccc23)N1	-4.2	-12.2	4.4	-0.1%	-2.0	-37.7%	6.1	-13.9%	6.5%
O=C(Nc1cccc(C(F)(F)F)c1)Nc1ccc2[nH]c(=O)[nH]c2c1	0.1	-15.1	2.0	-0.8%	4.1	-4.5%	-12.9	3.6%	-3.4%
COc1cc(C(=O)NCC(=O)NCCN2C(=O)S/C(=C\c3ccc4c(c3)OCO4)C2=O)cc(OC)c1OC	17.6	-8.1	-6.8	-0.2%	0.4	0.3%	6.0	2.2%	0.4%
Cc1ccccc1C1C(=O)c2ccccc2C1=O	-12.7	-1.4	-3.6	0.1%	1.3	-1.0%	9.1	-2.4%	-3.3%
Cc1ccc(-c2nsc3c(N4CCC(C(N)=O)CC4)ncnc23)cc1	-23.1	-4.3	-8.7	7.3%	-1.2	-5.8%	-12.7	1.7%	2.6%
CCN(CC(N)=O)S(=O)(=O)c1ccc(Br)cc1	0.0	1.5	-0.7	-0.1%	2.0	0.4%	x	0.6%	-2.4%
O=C(CSc1nnnn1C1CC1)Nc1cccc(S(=O)(=O)N2CCCC2)c1	-9.6	-2.6	-6.4	-1.6%	0.3	-9.2%	6.5	0.5%	0.5%
COc1ccc(C(=O)OC(C)C(=O)NC2CCCCC2C)cc1S(=O)(=O)N1CCOCC1 (configuration not stated)	0.6	-8.5	0.9	2.2%	8.1	5.8%	-7.7	3.4%	2.7%
COc1ccccc1NC(=O)COc1ccc(-c2nn(C)c(=O)c3ccccc23)cc1	1.3&-2.7	-1.5	-7.8&1.2	0.2%&1.8%	2.0&1.0	15.0%&-9.0%	27.5&16.3	-5.0%&-8.5%	-0.7%&-5.8%
C/C(=N\Nc1ccccn1)c1cccs1	-4.1	-21.3	-10.3	0.2%	2.1	-10.0%	3.3	-4.5%	1.1%
CC(/C=N/NC(=O)c1ccco1)=C\c1ccccc1	9.3	-32.1	0.7	-1.2%	3.2	0.3%	-10.3	-1.3%	-10.8%
C/C(=N\NC(=O)c1ccc(Cn2cc(Br)cn2)o1)c1ccc(NC(=O)c2ccoc2C)cc1	-42.8*	-7.5	-4.3	-2.9%	1.3	2.5%	4.2	-4.8%	-3.2%
O=C(Nc1ccc2oc(-c3ccccc3)nc2c1)c1ccncc1	-10.3	-4.3	-2.5	1.9%	7.4	2.1%	-5.6	-0.6%	-0.1%
CCCCCCn1ccc(=N)cc1	6.0	-2.1	-1.1	0.1%	2.2	2.0%	-1.0	0.0%	-16.8%
COc1ccc(S(=O)(=O)N(CC(=O)Nc2ccc(S(=O)(=O)N3CCOCC3)cc2)c2ccccc2)cc1	-4.7	9.7	-4.7	-0.2%	7.7	0.6%	-2.4	-0.8%	6.3%
O=C(CNC(=O)c1ccccc1)N/N=C/c1ccccc1Cl	-3.3	-2.5	31.8*	6.7%	0.2	4.6%	-2.1	-1.5%	2.4%
O=C(NCCc1ccccc1)c1ccc(Cl)c(S(=O)(=O)N2CCOCC2)c1	2.9	4.2	-4.2	1.8%	1.2	0.7%	15.2	2.1%	1.5%
Cc1[nH]n(-c2ccccc2)c(=O)c1C1(C(F)(F)F)C(=O)N(c2ccccc2)C2=C1C(=O)CC(C)(C)C2 (configuration not stated)	6.8	30.5	0.8	1.0%	0.4	1.3%	-3.6	-2.7%	-2.7%
COc1cccc(-c2nc(CS(=O)(=O)CC(=O)NCC(C)c3ccccc3)c(C)o2)c1 (configuration not stated)	5.9	-3.1	-2.8	-4.4%	69.6*	2.3%	8.7	1.6%	-7.4%
CCOC(=O)Nc1ccc(S(=O)(=O)Nc2cc(C)nc(C)n2)cc1	8.2	2.6	-4.3	1.1%	1.8	-4.2%	-5.7	-0.2%	-4.1%
Cc1cc(C)c2cc(CN(CCO)C(c3nnnn3Cc3ccc(F)cc3)C(C)C)c(=O)[nH]c2c1 (configuration not stated)	12.2	x	6.9	3.3%	2.4	x	6.8	x	x
O=C(c1ccccc1)c1nc2ccccc2n(CCCn2c(=O)c(C(=O)c3ccccc3)nc3ccccc32)c1=O	3.1	-3.2	3.4	3.4%	6.0	-13.6%	x	0.9%	-2.0%
COc1cccc(C(=O)Oc2ccc(/C=N/NC(=O)c3ccncc3)cc2OC)c1	0.2	-9.9	-1.4	-1.5%	5.8	-18.4%	-3.7	-4.0%	-4.5%
C/C(=N\NC(=O)Cc1c(F)cccc1Cl)c1cccnc1	-1.7	-3.9	-0.2	0.0%	1.7	-5.3%	-1.0	-0.9%	-3.7%
CSc1ccc(S(=O)(=O)N2CCC(C(=O)Nc3ccc(NC(C)=O)cc3)CC2)cc1	-9.0	-28.6	3.0	-0.8%	4.6	0.9%	14.2	-7.7%	-5.0%
CCOc1ccccc1NC(=O)COc1cccc2c(=O)n(CCOC)ccc12	x	x	-1.3	0.4%	-3.7	0.6%	6.1	1.1%	-1.5%
COc1ccc(CCN2CC(C(=O)NCc3nc4ccccc4n3C)CCC2=O)cc1 (configuration not stated)	2.7	-0.9	5.8	0.3%	1.5	-22.0%	-0.2	-0.9%	-0.1%
CC(OC1=CC(=O)CCC1)C(=O)c1ccccc1 (configuration not stated)	8.9	-11.4	2.7	0.8%	2.6	3.1%	5.2	3.0%	-2.6%
COC1=C/C(=C/c2c(N)n3nc(CC(=O)N4CCOCC4)sc3nc2=O)C=CC1=O	-5.3	-12.5	-3.6	1.3%	8.2	-15.9%	-0.5	-0.9%	1.1%
COc1cccc(-n2c(-c3cccc(F)c3)nc3c(cnn3-c3ccc(C)cc3)c2=O)c1	2.9	x	5.5	-0.7%	3.4	3.9%	-2.7	2.0%	-0.5%
CC(C)C(=O)N(Cc1ccc2c(c1)OCO2)Cc1ccccn1	-1.4	21.4	2.8	-0.1%	0.6	-6.4%	7.8	1.5%	-1.3%
Cn1ncc2c(Nc3cccc4ccccc34)ncnc21	1.6	2.9	-0.8	-1.0%	0.4	x	22.0	-1.3%	0.9%
CCOc1ccc(C(=O)Nc2ccc(N3CCN(C)CC3)cc2)cc1[N+](=O)[O-]	-9.6	-12.0	-0.3	9.5%	1.8	-2.8%	x	9.0%	-1.3%
COc1ccccc1CNC(=O)c1ccncc1	3.6	0.8	1.7	0.1%	1.4	0.2%	x	1.0%	1.0%
Cc1ccc(Nc2ccccc2)nn1	31.4	0.0	-0.1	-2.0%	0.3	9.7%	4.3	0.3%	-4.5%
COC(=O)c1ccccc1NC(=O)c1ncoc1-c1ccco1	-10.3	x	-0.7	0.0%	-2.2	-7.6%	0.7	-1.3%	-3.0%
COc1ccc(Cl)cc1S(=O)(=O)NC1CC(C)(C)NC(C)(C)C1	-8.1	-11.7	-0.1	1.8%	1.8	1.8%	-6.5	-4.7%	-1.3%
COc1ccc2c(Cl)c(C(=O)N/N=C/c3cccnc3)sc2c1	-24.1	7.7	-2.6	4.1%	4.5	3.9%	5.2	-5.4%	-1.4%
CCOc1ccc(-n2c(C)nc3cc(C(=O)NCc4ccco4)ccc32)cc1	-5.8	-13.3	-0.3	-0.9%	1.1	-1.5%	5.3	0.9%	-4.6%
Nc1n[nH]c(N)c1N=Nc1cccc(F)c1	0.9	-12.6	0.6	0.7%	0.5	9.1%	2.8	-1.3%	4.2%
COc1cc(CCC(=O)N2CCN(c3ccc(N4CCOCC4)nn3)CC2)cc(OC)c1OC	-17.1	x	x	0.7%	0.7	x	-3.8	x	x
COc1ccccc1CNC(=O)CCn1c(=O)c2ccccc2n(CC(=O)Nc2ccc(C)cc2Cl)c1=O	-0.8	x	-1.6	-12.2%	-1.9	-6.1%	3.0	3.3%	-3.6%
Cc1cc(C(=O)OCC(=O)N2c3ccccc3CC2C)c(C)o1 (configuration not stated)	-7.1	-23.4	-1.8	1.2%	3.1	1.0%	-1.5	-1.2%	-2.0%
Cc1ccc(S(=O)(=O)N(C)C)cc1NC(=O)C1CCCN(C(=O)c2ccc(Cl)cc2)C1 (configuration not stated)	-5.6	-6.1	-0.1	-0.1%	-0.2	-15.9%	-0.9	1.2%	-1.5%

Sorted by value in D1 potentiator (highest first): three from the list above.
smiles | D1 antagonist | RXFP1 antagonist | D1 potentiator | D1 agonist | Vif-APOBEC3F blk | D2 PAM | Vif-APOBEC3G blk | GRP78 ERSR act
C/C(=N\NC(=O)Cc1c(F)cccc1Cl)c1cccnc1 | -1.7 | -3.9 | -0.2 | 1.7 | -5.3% | -1.0 | -0.9% | -3.7%
Cn1ncc2c(Nc3cccc4ccccc34)ncnc21 | 1.6 | 2.9 | -0.8 | 0.4 | x | 22.0 | -1.3% | 0.9%
O=C(NCCc1ccccc1)c1ccc(Cl)c(S(=O)(=O)N2CCOCC2)c1 | 2.9 | 4.2 | -4.2 | 1.2 | 0.7% | 15.2 | 2.1% | 1.5%

Continued.
SMILES	D1 antagonist	RXFP1 antagonist	D1 potentiator	RXFP1 ag	D1 agonist	Vif-APOBEC3F blk	D2 PAM	Vif-APOBEC3G blk	GRP78 ERSR act
N#CCSc1nnc(-c2c[nH]c3ccccc23)o1	3.6	-4.8	-6.8	1.6%	3.3	2.4%	4.7	-9.4%	8.6%
COc1cccc(CNC(=O)C2CCN(C(=O)c3sccc3-n3cccc3)CC2)c1	18.7	-0.7	-3.8	0.8%	0.2	x	-4.4	x	x
O=S(=O)(c1cccc(S(=O)(=O)N2CCOCC2)c1)N1CCCCC1	2.1	-8.2	-0.1	0.5%	5.1	7.2%	-7.1	0.8%	-6.8%
Cc1cccc(C2CC(c3ccc(Cl)cc3)Nc3nc(N)nn32)c1 (configuration not stated)	5.3	x	-0.7	0.1%	2.2	0.5%	8.5	-9.4%	1.1%
CN1CCN(/N=C/c2ccc(N(c3ccccc3)c3ccccc3)cc2)CC1	24.1	-12.6	1.8	0.8%	5.3	-4.9%	-2.9	-1.2%	-3.9%
Cc1nc(NCCc2ccc(Cl)cc2)c2nnn(Cc3ccccc3)c2n1	0.1	2.9	-4.0	6.0%	1.8	1.8%	6.2	1.2%	-1.1%
Fc1ccc(C2CCCN2Cc2nc(Cc3ccccc3)no2)cc1 (configuration not stated)	-9.4	-2.6	-6.9	-1.6%	3.2	-10.2%	-4.1	-2.4%	-0.7%
